From PubChem BioAssay
ATXN2 expr inh – reduces ATXN2 reporter expression in HEK-293 cells. HEK-293 ATXN2-luciferase reporter, luminescence, 24 h. Potency, µM (top dose mostly 57 µM), inactives show top-dose activity change, negative = inhibition, most hits filed as inhibitors. actives 0.72% (n = 360,000); further: on the % scale 0 is the no-effect control and ±100 the full control effect; nearly all actives have a fitted effect of over 55% in size
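qHTS (up to 57 uM final) was run with 24 h compound exposure of reporter cells at 37 °C. Each well was multiplexed: SteadyGlo luminescence measured ATXN2-luciferase expression after a fluorogenic Gly-Phe-AFC viability readout (25 uM final).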
MCF10A rereplic – inducers of DNA re-replication in MCF 10A breast cells. MCF 10A DNA re-replication, Hoechst nuclear intensity, 48 h. Potency, µM (top dose mostly 46.1 µM), without a hit: at the highest dose activity, positive = re-replication, most hits filed as activators. actives 2.9% (n = 350,000); further: % of control where 0% means no effect; nearly all actives have a fitted effect of over 50% in size
A549 viability – counter-screen for Nrf2 inhibitors: cytotoxicity in A549 cells | A549 ARE-Fluc cells, CellTiter-Fluor viability, 18-24 h | AID 504648 | Potency, µM (doses to about 46 µM), inactives show top-dose activity change, negative = cytotoxicity, actives largely listed as inhibitors | actives 0.16% (n = 390,000); further: on the % scale 0 is the no-effect control and ±100 the full control effect
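A549 ARE-Fluc cells in 5% FBS OPTI-MEM, 5000 cells/well, rested 2 h then exposed to compounds in concentration-response for 18-24 h at 37 °C. Viability by CellTiter-Fluor fluorescence (Ex 405/Em 525) after 30 min; luciferase luminescence (BugLite, 15 min, RT) read afterwards.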
ATXN viability – viability counter-screen for ATXN expression inhibitors; S2 cells (HEK-293 line with an ATXN2-luciferase reporter) viability, CellTiter-Fluor protease fluorescence, 24 h; actives 0.49% (n = 400,000); Potency, µM (doses to about 56.7 µM), actives largely listed as cytotoxic; further: nearly all actives have a fitted effect of over 40% in size
EPAC2 antag – EPAC2 (human) antagonism | actives 0.18% (n = 360,000) | Q8WZA2 | EPAC2 GEF exchange of Rap1B-BODIPY-GDP, fluorescence | Potency, µM (top dose mostly 114 µM), without a hit: top-dose activity, negative = inhibition, hits mostly inhibitors | AID 720708; further: on the % scale 0 is the no-effect control and ±100 the full control effect; nearly all actives have a fitted effect of over 45% in size; many of its hits are not listed in these tables
Target sequence (Q8WZA2 whole entry, looked up): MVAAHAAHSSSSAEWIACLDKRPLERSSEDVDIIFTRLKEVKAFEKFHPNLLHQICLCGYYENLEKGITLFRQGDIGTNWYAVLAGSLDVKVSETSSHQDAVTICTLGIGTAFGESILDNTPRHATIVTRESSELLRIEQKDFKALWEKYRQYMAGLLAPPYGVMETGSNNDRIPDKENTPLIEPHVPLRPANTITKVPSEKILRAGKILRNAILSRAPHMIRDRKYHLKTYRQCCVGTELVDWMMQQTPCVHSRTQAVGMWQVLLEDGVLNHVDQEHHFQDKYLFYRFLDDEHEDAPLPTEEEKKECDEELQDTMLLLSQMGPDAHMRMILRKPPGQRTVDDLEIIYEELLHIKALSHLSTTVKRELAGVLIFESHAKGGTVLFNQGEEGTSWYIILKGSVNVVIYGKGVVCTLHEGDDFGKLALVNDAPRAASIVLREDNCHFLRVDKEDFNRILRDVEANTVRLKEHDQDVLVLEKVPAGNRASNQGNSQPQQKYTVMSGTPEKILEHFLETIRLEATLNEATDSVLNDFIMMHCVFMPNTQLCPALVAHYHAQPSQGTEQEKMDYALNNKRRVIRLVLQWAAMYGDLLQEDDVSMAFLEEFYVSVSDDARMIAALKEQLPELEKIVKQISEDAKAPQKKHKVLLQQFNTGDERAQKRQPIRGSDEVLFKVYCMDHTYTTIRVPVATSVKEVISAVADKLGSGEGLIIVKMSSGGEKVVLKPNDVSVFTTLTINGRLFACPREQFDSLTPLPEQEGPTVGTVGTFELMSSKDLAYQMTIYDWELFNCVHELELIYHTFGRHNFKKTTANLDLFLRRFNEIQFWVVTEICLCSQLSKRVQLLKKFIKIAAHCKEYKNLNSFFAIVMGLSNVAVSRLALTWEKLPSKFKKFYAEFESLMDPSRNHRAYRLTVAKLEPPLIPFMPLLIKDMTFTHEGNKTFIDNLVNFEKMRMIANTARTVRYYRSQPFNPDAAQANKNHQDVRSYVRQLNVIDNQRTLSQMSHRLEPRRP
TGFb inhibitor – inhibitors of TGF-b signaling | HepG2 CAGA-GFP TGF-b/SMAD3 reporter, GFP fluorescence, 18 h; TGF-beta stimulated, 500 pg/mL final | Potency, µM (titrated, usually from 46.1 µM), for the others: at the top dose activity, negative = inhibition, usual class: inhibitors | actives 1.2% (n = 410,000) | AID 588855; further: on the % scale 0 is the no-effect control and ±100 the full control effect; nearly all actives have a fitted effect of over 65% in size
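Per well, imaged GFP fluorescence of HEPG2 CAGA-GFP cells gives the signal; cells get compound, then TGF-beta (500 pg/mL final), 18 h at 37 degrees C; %Activity versus -TGF-beta and +DMSO controls.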
Nrf2 block – inhibitors of Nrf2 signaling | A549 ARE-Fluc reporter, luciferase luminescence, 18-24 h | Potency, µM (titrated, usually from 46 µM), without a hit: at the top dose activity change, negative = inhibition, actives largely listed as inhibitors | actives 2.1% (n = 360,000); further: on the % scale 0 is the no-effect control and ±100 the full control effect; nearly all actives have a fitted effect of over 60% in size
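A549 ARE_Fluc cells (5000/well, 5% FBS OPTI-MEM) pre-incubated 2 h, then treated with compounds 18-24 h at 37C/5% CO2 in concentration-response. CellTiter-Fluor viability read first; BugLite luciferase luminescence after 15 min at room temperature gives Nrf2 activity.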
Nrf2 activator – activators of Nrf2 (ARE) signaling. AREc32 ARE-luciferase reporter (MCF7-derived line), luminescence, 24 h. Potency, µM (series often up to 46.1 µM), for the others: top-dose activation, hits mostly activators. actives 0.31% (n = 410,000). AID 624171; further: % of control where 0% means no effect; nearly all actives have a fitted effect of over 65% in size
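Reporter line AREc32 (ARE-Fluc), seeded overnight in OPTI-MEM with 5% FBS; compound pin-transferred, 24 hr at 37 deg C, 5% CO2; luminescent read-out.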
HepG2 viability – HepG2 cytotoxicity, counter-screen for TGF-b inhibitors; actives 0.76% (n = 410,000); AID 588856; Potency, µM (titrated, usually from 46.1 µM), for inactives: at the top dose activity change, negative = cytotoxicity, usual class: cytotoxic; HepG2 CAGA-GFP viability, ATP luminescence, 18 h; further: some results filed as inactive show a strong effect at the top dose
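CellTiter-Glo luminescence gave cytotoxicity after 18 hours at 37 degrees C. The cells were HepG2 CAGA-GFP in 1% FBS DMEM, stimulated with 500 pg/mL TGF-beta after compound addition. %Activity was normalised to no-cell wells (complete cell-killing) and DMSO (no toxicity), and curves were fitted and classified.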
Numbers without * were called inactive; & = joins results of further samples; [ ] = another dose, or the depositor's remark. The call rests on the fitted dose curve; in most records, active means well fitted curve in the direction sought with a large enough effect; inconclusive means small, poorly fitted or top-dose-only effect, or another doubt; inactive means no such curve, though single readings can be large; an effect the other way counts as inactive or inconclusive. Potency means the concentration at half of the fitted maximal effect. This is a subset; rates above refer to the full screens.

CC(=O)Nc1ccc(-c2nnc(SCC(=O)NCc3ccco3)n2C)cc1 was read as ATXN2 expr inh 10%, MCF10A rereplic -1%, A549 viability 1%, ATXN viability inactive, EPAC2 antag 9%, TGFb inhibitor 13%&-2%, Nrf2 block 6%, Nrf2 activator -0.6% and HepG2 viability -1%&-7%.
`CC(C)NC(=O)c1cc(-c2ccco2)on1` gave ATXN2 expr inh 7%, MCF10A rereplic -19%, A549 viability 8%, ATXN viability inactive, EPAC2 antag 14%, TGFb inhibitor inconclusive, Nrf2 activator 0.2% and HepG2 viability -16%.
`Cc1ccc(CCNC(=O)c2sc3ncccc3c2-n2cccc2)cc1` gave ATXN2 expr inh 8%, A549 viability -3%, ATXN viability inconclusive, TGFb inhibitor -12%, Nrf2 activator 7.8% and HepG2 viability -26%.
CC1(C)Cc2c(C#N)c(SCCC#N)nc(N3CCOCC3)c2CO1 was read as ATXN2 expr inh -2%, MCF10A rereplic 1%, A549 viability -5%, ATXN viability inactive, EPAC2 antag -7%, TGFb inhibitor -10%, Nrf2 block -2%, Nrf2 activator -0.7% and HepG2 viability -30%.
`Cc1ccc(CNS(=O)(=O)c2ccc3c(c2)C(C)(C)C(=O)N3C)cc1` gave ATXN2 expr inh 3%, MCF10A rereplic 7%, A549 viability 2%, ATXN viability inactive, EPAC2 antag 1%, TGFb inhibitor -29%, Nrf2 block 3%, Nrf2 activator 0.2% and HepG2 viability 1%.
`O=C(NCc1ccc(F)cc1)C(=O)NCC(c1cccs1)S(=O)(=O)c1cccs1` (configuration not stated) gave ATXN2 expr inh -17%, A549 viability 1%, ATXN viability inconclusive, TGFb inhibitor 1%, Nrf2 activator 4.9% and HepG2 viability -17%.
Screening O=C(COC(=O)c1oc2ccccc2c1COc1ccccc1)NCCN1C(=O)CSC1=O returned ATXN2 expr inh 9%, MCF10A rereplic 24%, A549 viability 7%, ATXN viability inactive, EPAC2 antag 1%, TGFb inhibitor inconclusive, Nrf2 block -7%, Nrf2 activator 2.4% and HepG2 viability -32%.
`CCc1cccc(NC(=O)Cn2c(=O)n(CC3CCC(C(=O)NCCc4ccccc4)CC3)c(=O)c3ccccc32)c1` (configuration not stated) gave ATXN2 expr inh 6%, A549 viability 3%, ATXN viability inactive, TGFb inhibitor inconclusive, Nrf2 block -3%, Nrf2 activator 2.3% and HepG2 viability -3%.
For O=C(O)c1ccccc1N=Nc1ccc(O)cc1 the results were ATXN2 expr inh 2%, MCF10A rereplic inconclusive, A549 viability -5%, ATXN viability inactive, EPAC2 antag -4%, TGFb inhibitor 9%, Nrf2 block inconclusive, Nrf2 activator inconclusive and HepG2 viability -8%.
For CCOC(=O)C1=NOC2C3CC(C12)C1C(=O)N(CCc2ccc(OC)c(OC)c2)C(=O)C31 (configuration not stated) the results were ATXN2 expr inh -4%, MCF10A rereplic 0%, A549 viability 2%, ATXN viability inactive, EPAC2 antag 3%, TGFb inhibitor 14%, Nrf2 block 1%, Nrf2 activator -1.0% and HepG2 viability 2%.
For CC(C)CC(=O)NC(=S)Nc1ccc(N2CCN(C(=O)c3cccs3)CC2)cc1 the results were ATXN2 expr inh inconclusive, MCF10A rereplic 10%, A549 viability -5%, ATXN viability inconclusive, EPAC2 antag 6%, TGFb inhibitor inconclusive, Nrf2 block inconclusive, Nrf2 activator -0.5% and HepG2 viability 7%.
Screening O=C(Cn1cc(SCc2ccc(F)cc2)c2ccccc21)N1CCOCC1 returned ATXN2 expr inh 9%, MCF10A rereplic 6%, A549 viability -4%, ATXN viability inactive, EPAC2 antag -2%, TGFb inhibitor 0%, Nrf2 block 27%, Nrf2 activator 2.9% and HepG2 viability -4%.
`COc1ccc(C(=O)Nc2ccc(NC(=O)c3ccccc3)cc2)cc1S(=O)(=O)N1CCOCC1` gave ATXN2 expr inh -16%, MCF10A rereplic inconclusive, A549 viability -15%, ATXN viability inactive, EPAC2 antag 6%, TGFb inhibitor -4%, Nrf2 block inconclusive, Nrf2 activator 0.4% and HepG2 viability -32%.
For CN(C)S(=O)(=O)c1ccc(Cl)c(NC(=O)C2CCN(S(=O)(=O)c3cccs3)CC2)c1 the results were ATXN2 expr inh -23%, MCF10A rereplic 2%, A549 viability -14%, ATXN viability inactive, EPAC2 antag 1%, TGFb inhibitor 0%, Nrf2 block inconclusive, Nrf2 activator -0.4% and HepG2 viability -4%.
For O=C(Nc1cc(Cl)ccc1N1CCOCC1)c1cc2ccccc2o1 the results were ATXN2 expr inh -25%, MCF10A rereplic 11%, A549 viability 3%, EPAC2 antag inconclusive, TGFb inhibitor 4%, Nrf2 block inconclusive, Nrf2 activator 7.1% and HepG2 viability -20%.

Reprinted at random: 4 entries already listed
For O=C(Nc1cc(Cl)ccc1N1CCOCC1)c1cc2ccccc2o1 the results were ATXN2 expr inh -25%, MCF10A rereplic 11%, A549 viability 3%, EPAC2 antag inconclusive, TGFb inhibitor 4%, Nrf2 block inconclusive, Nrf2 activator 7.1% and HepG2 viability -20%.
`CCc1cccc(NC(=O)Cn2c(=O)n(CC3CCC(C(=O)NCCc4ccccc4)CC3)c(=O)c3ccccc32)c1` (configuration not stated) gave ATXN2 expr inh 6%, A549 viability 3%, ATXN viability inactive, TGFb inhibitor inconclusive, Nrf2 block -3%, Nrf2 activator 2.3% and HepG2 viability -3%.
`Cc1ccc(CCNC(=O)c2sc3ncccc3c2-n2cccc2)cc1` gave ATXN2 expr inh 8%, A549 viability -3%, ATXN viability inconclusive, TGFb inhibitor -12%, Nrf2 activator 7.8% and HepG2 viability -26%.
Screening O=C(Cn1cc(SCc2ccc(F)cc2)c2ccccc21)N1CCOCC1 returned ATXN2 expr inh 9%, MCF10A rereplic 6%, A549 viability -4%, ATXN viability inactive, EPAC2 antag -2%, TGFb inhibitor 0%, Nrf2 block 27%, Nrf2 activator 2.9% and HepG2 viability -4%.

(next part)
Screening COc1cccc(NC(=O)CNC(=O)c2ccc(OC)c(OC)c2)c1 returned ATXN2 expr inh 19%, MCF10A rereplic 2%, A549 viability 3%, ATXN viability inactive, EPAC2 antag -19%, TGFb inhibitor 2%, Nrf2 block -23%, Nrf2 activator -0.1% and HepG2 viability 34%.
For COCCn1c(C)c(C)c2c(NCCc3ccccc3)ncnc21 the results were MCF10A rereplic 11%, A549 viability -4%, ATXN viability inactive, EPAC2 antag 3%, TGFb inhibitor -7%, Nrf2 block inconclusive, Nrf2 activator -1.0% and HepG2 viability -23%.
`COc1ccc(C2=NS(=O)(=O)N(C)C(C(=O)N3CCOCC3)=C2)cc1OC` gave ATXN2 expr inh 2%, MCF10A rereplic 2%, A549 viability -12%, ATXN viability inactive, EPAC2 antag 7%, TGFb inhibitor -13%, Nrf2 block -1%, Nrf2 activator -0.5% and HepG2 viability -27%.
CC1(C)CC(=O)CC(=Nc2ccc3[nH]c(=O)[nH]c3c2)C1 was read as ATXN2 expr inh -1%, MCF10A rereplic -4%, A549 viability -4%, ATXN viability inactive, EPAC2 antag -4%, TGFb inhibitor -14%, Nrf2 block 7%, Nrf2 activator 0.5% and HepG2 viability 2%.
O=C(Nc1ccccc1C(=O)N1CCOCC1)c1cc2ccccc2o1 was read as ATXN2 expr inh 4%, MCF10A rereplic 2%, A549 viability -17%, ATXN viability inactive, EPAC2 antag 5%, TGFb inhibitor -14%, Nrf2 block -15%, Nrf2 activator 0.1% and HepG2 viability -16%.
O=C(CCc1ccccc1)N=C1SC2CS(=O)(=O)CC2N1Cc1ccccc1 (configuration not stated) was read as ATXN2 expr inh -15%, MCF10A rereplic inconclusive, A549 viability 4%, ATXN viability inactive, EPAC2 antag -17%, TGFb inhibitor -4%, Nrf2 block inconclusive, Nrf2 activator -0.9% and HepG2 viability -10%.
For CCn1cc(/C=C(\NC(=O)c2ccc(OC)cc2)C(=O)N2CCN(C)CC2)c2ccccc21 the results were ATXN2 expr inh 5%, MCF10A rereplic 19%, A549 viability 0%, ATXN viability inactive, EPAC2 antag -23%, TGFb inhibitor 10%, Nrf2 block -16%, Nrf2 activator 0.4% and HepG2 viability -13%.
COc1ccc(S(=O)(=O)c2nnn(-c3ccccc3F)c2C)cc1 was read as ATXN2 expr inh -5%, A549 viability -4%, ATXN viability inactive, TGFb inhibitor -22%, Nrf2 block -24%, Nrf2 activator 0.2% and HepG2 viability -17%.
Screening CN(C)Cc1nc2c(c(=O)[nH]1)C(C)(C)Cc1ccccc1-2 returned ATXN2 expr inh 0%, MCF10A rereplic 0%, A549 viability -8%, ATXN viability inactive, EPAC2 antag -1%, TGFb inhibitor 4%, Nrf2 block 4%, Nrf2 activator 0.0% and HepG2 viability -1%.
`Cc1cc(=O)oc2c3c(cc(OCC(=O)NCc4ccccn4)c12)OC(C)(C)CC3` gave ATXN2 expr inh -22%, MCF10A rereplic -2%, A549 viability -3%, ATXN viability inactive, EPAC2 antag -5%, TGFb inhibitor 1%, Nrf2 block -21%, Nrf2 activator 4.1% and HepG2 viability -28%.
Screening O=C(Nc1cc(C(F)(F)F)ccc1N1CCOCC1)c1c(F)c(F)c(F)c(F)c1F returned ATXN2 expr inh -20%, MCF10A rereplic inconclusive, A549 viability 0%, ATXN viability inactive, EPAC2 antag 0%, TGFb inhibitor 0%, Nrf2 block 2%, Nrf2 activator 2.6% and HepG2 viability -37%.
For COc1c2ccc(C(=O)NCCCCc3ccccc3)cc2nn1C the results were ATXN2 expr inh 14%, MCF10A rereplic -55%[inhibitor], A549 viability -1%, ATXN viability inactive, EPAC2 antag -7%, TGFb inhibitor 5%, Nrf2 block 6%, Nrf2 activator 0.2% and HepG2 viability -9%.
Screening COc1cc(/C=C2\SC(=S)N(N3CCOCC3)C2=O)ccc1O returned MCF10A rereplic 27%, A549 viability -19%, ATXN viability inactive, EPAC2 antag -9%, TGFb inhibitor -5%, Nrf2 block -6%, Nrf2 activator -1.6% and HepG2 viability -7%.
